GPR151 ag = activates the human receptor GPR151; Q8TDV0; PathHunter beta-arrestin GPR151 cells, luminescence; activation, % at 11.2 µM; 1% of 650,000 active; in the data active = activation above about 4.9%;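 note: 0% = median of compound wells and 100% = cells with positive control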
Target sequence (Q8TDV0 whole entry, looked up): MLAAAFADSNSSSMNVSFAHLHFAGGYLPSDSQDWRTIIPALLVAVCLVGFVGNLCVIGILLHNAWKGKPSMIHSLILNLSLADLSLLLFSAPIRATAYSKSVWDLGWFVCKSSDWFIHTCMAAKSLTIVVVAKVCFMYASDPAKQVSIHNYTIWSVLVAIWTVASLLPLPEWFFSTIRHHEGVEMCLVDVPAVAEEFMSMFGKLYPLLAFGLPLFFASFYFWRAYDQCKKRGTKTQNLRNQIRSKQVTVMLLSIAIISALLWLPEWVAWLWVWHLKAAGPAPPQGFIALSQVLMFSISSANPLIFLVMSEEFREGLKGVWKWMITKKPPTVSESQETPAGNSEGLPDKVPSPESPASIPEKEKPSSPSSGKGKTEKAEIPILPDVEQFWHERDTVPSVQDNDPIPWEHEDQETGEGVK
TEAD-YAP block = TEAD-YAP interaction inhibition; HEK-TIYL cells, TEAD-Gal4/YAP UAS-luciferase luminescence; inhibition, % at 9.12 µM; 1.4% of 640,000 active; in the data active = inhibition above about 32%;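 note: 0% = median of test compound wells and 100% = reference inhibitor wells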
FBW7 activator = human FBW7 E3 ligase activation, primary screen. AlphaScreen FBW7–phospho-cyclin E peptide binding, activator screen. normalized activity (activation), % at 26.1 µM. AID 1259310. 0.13% of 650,000 active; in the data active = normalized activity above about 1.9%;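 note: purified mutant Fbw7 with reduced substrate affinity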
MITF inh = blocks human microphthalmia-associated transcription factor; 0.91% of 650,000 active; inhibition, % at 2.6 µM; AlphaScreen MITF homodimerization, bead proximity signal; O75030; in the data active = inhibition above about 50%;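 note: 0% = vehicle wells with protein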
Target sequence (O75030 whole entry, looked up): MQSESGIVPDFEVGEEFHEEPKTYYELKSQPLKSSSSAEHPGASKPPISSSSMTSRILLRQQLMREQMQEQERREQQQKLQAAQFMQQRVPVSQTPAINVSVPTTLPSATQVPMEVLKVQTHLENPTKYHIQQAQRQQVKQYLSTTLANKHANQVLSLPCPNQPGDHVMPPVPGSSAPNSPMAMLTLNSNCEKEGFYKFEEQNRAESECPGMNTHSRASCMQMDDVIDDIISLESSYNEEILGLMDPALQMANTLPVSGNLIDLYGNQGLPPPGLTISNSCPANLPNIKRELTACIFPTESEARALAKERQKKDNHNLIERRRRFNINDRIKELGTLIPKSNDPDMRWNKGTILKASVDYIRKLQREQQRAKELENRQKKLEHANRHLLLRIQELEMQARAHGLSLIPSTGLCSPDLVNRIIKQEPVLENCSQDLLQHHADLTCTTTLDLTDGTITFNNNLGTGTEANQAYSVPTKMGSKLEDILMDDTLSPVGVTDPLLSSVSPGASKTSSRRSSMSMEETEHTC
* = called active by the depositor.

SMILES	GPR151 ag	TEAD-YAP block	FBW7 activator	MITF inh
COc1ccc(NC(=O)COc2cccc(NC(C)=O)c2)cc1Cl	0.3	-20	0.5	4
O=C(CCN1C(=O)C2C3C=CC(CC3)C2C1=O)N1CCN(c2ncccn2)CC1 (configuration not stated)	-0.9	-10	-0.1	14
CCCCC(Sc1nc(C)cc(C)n1)C(=O)O (configuration not stated)	0.8	5	0.2	12
Cn1c(N)c(S(=O)(=O)NCCC(c2ccccc2)c2ccccc2)c(=O)n(C)c1=O	0.1	1	0.6	-2
O=C(OCCOc1ccccc1)c1ccc(-n2cnnn2)cc1	-2.3	4	0.0	-1
CN1CCN(C(=O)c2ccc(-c3cc(Nc4ccc(Oc5ccccc5)cc4)ncn3)cc2)CC1	0.1	-1	0.1	11
Cc1nn(S(=O)(=O)c2ccc(F)cc2)c(C)c1S(=O)(=O)N(C)c1ccccc1	-0.9	-6	0.1	2
CC(=O)Nc1cc(N2CCCC2)c([N+](=O)[O-])cc1C	2.3	4	-0.3	4
COCCn1c(=O)[nH]c2nc(-c3ccco3)cnc21	-0.2	4	0.5	2
Cc1nc(N2CCCCC2)c2ccsc2n1	1.9	-1	-0.2	92*
Cc1ccc(CNC(=O)c2cccc([N+](=O)[O-])c2C)cc1	3.1	-5	-0.2	-16
CN1CCN(C(=O)c2ccc(Nc3nc(-c4ccccc4)c4cc(Cl)ccc4n3)cc2)CC1	0.0	9	0.0	-12
Cc1cc(/C=C2/NC(=S)NC2=O)c(C)n1-c1cccc(Cl)c1	0.0	-14	-0.3	6
C=CCn1c(=N)c(C(=O)OC)cc2c(=O)n3ccccc3nc21	-1.1	-5	-0.2	5
O=C(Cc1cn(-c2ccc(Nc3cnccn3)nn2)c2ccccc12)Nc1ccccc1	-1.5	-12	0.0	-15
O=S(=O)(c1cc(Cl)ccc1Cl)N1CCN(Cc2ccccc2)CC1	0.8	-9	-0.1	3
Cc1nn2c(SCC(=O)Nc3nccs3)nnc2[nH]c1=O	0.3	-3	-0.2	-12
COc1cc(C)nc(NCc2ccccc2)n1	1.4	-34	-0.3	-12
Cc1cc(N(C)C)nc(Nc2ccc(NC(=O)CC(C)C)cc2)n1	-0.9	14	0.0	7
CCOc1ccc(NC(=O)c2cc3c(=O)n4ccccc4nc3n2C)cc1	-1.0	-12	-0.3	4
COc1cc(C(=O)Nc2ccc(-c3cn4c(n3)SCC4)cc2)cc(OC)c1OC	1.2	-1	0.0	-20
Cc1ccc(C(C)C)c(OCC(=O)N2CCN(c3ccc(F)cc3)CC2)c1	0.6	10	-0.1	5
CN(C)CCN1C(=O)C2C(C(=O)Nc3cc(Cl)cc(Cl)c3)C3C=CC2(O3)C1C(=O)NC1CCCCC1 (configuration not stated)	0.7	-6	-0.1	-16
CC(=O)N1CCC(N2Cc3ccccc3OC(c3ccccc3)C2)CC1 (configuration not stated)	-0.9	5	0.0	6
Cc1cc(/C=C(\C#N)C(=O)NCc2ccco2)c(C)n1C	0.6	-21	-0.3	10

The list continues:
SMILES	GPR151 ag	TEAD-YAP block	FBW7 activator	MITF inh
Cn1cc(-c2ccc(C(=O)N3CCCCC3)cn2)cn1	-1.6	2	0.5	3
O=C1c2ccccc2C(=O)N1CNc1ccc(F)c(Cl)c1	-1.3	-6	0.8	-7
O=C(OCC(=O)N1CCCCC1)c1ccc(O)cc1	-4.9	-16	-0.1	-2
CC(C)=C1C2C=CC1C1C(=O)N(c3ccc(C)c(Cl)c3)C(=O)C21 (configuration not stated)	1.3	0	0.2	5
Cc1ccc(/C=N\NC(=O)Cc2cccn2C)o1	0.6	6	0.1	10
COc1ccccc1N1CCN(C(=O)c2cccnc2SCc2ccccc2C)CC1	-1.6	12	-0.2	0
CCN(C(=O)CN1C(=O)c2ccccc2C1=O)C1(C(=O)Nc2c(C)cccc2C)CCCC1	0.6	1	0.9	4
CC(=O)Nc1ccccc1OS(=O)(=O)c1cc(Br)ccc1Br	-0.5	4	0.0	8
CC(NC(=O)CCc1csc(NC(=O)c2ccc(F)cc2)n1)c1ccccc1 (configuration not stated)	-1.4	-1	0.3	14
Fc1ccc(Nc2nc3ccccc3n3nnnc23)c(Cl)c1	-1.0	7	0.8	2
O=C(c1c[nH]c2ccc(S(=O)(=O)N3CCC4(CC3)OCCO4)cc2c1=O)N(CCc1ccccc1)Cc1ccccc1	-1.3	-6	-0.2	-6
Cc1c(CCO)c(=O)n(C)n1C(=O)c1cccc([N+](=O)[O-])c1	-0.1	7	-0.1	8
CCC(=O)Nc1ccccc1N1CCN(c2ccccc2)CC1	0.1	6	0.0	17
COCCCNC(=O)Cn1nnc(-c2ccc(NC(=O)c3ccccc3F)cc2)n1	1.2	-19	0.2	8
CCCC(=O)Nc1cc2c(cc1C(C)=O)OCCO2	1.6	10	-0.4	2
CCOc1cc(C(=O)NCc2n[nH]c(=S)n2-c2c(CC)cccc2CC)cc(OCC)c1OCC	0.1	9	0.4	8
CCSc1nc(NC(N)=O)c2c3c(sc2n1)CCCC3	1.7	-69	0.0	2
CCOC(=O)CN(C)C1CCN(c2ccc(NC(=O)CCc3ccccc3)cc2)CC1	-0.1	-4	-0.1	-5
O=C(/C=C/c1ccc([N+](=O)[O-])cc1)Oc1ccc(Br)cc1	2.2	2	0.3	0
CC(C)CCNC(=O)CCCOc1ccccc1	0.1	0	0.6	14
CC(C)(C)c1ccc(CN2C(=O)C(=O)c3cc(F)ccc32)cc1	2.9	5	0.1	19
CCCOc1ccc(NC(=O)C(=O)NCC(C)c2ccccc2)cc1 (configuration not stated)	0.2	-1	0.0	4
COc1ccccc1N1C(=O)c2ccc(C(=O)Nc3ccc(O)cc3C)cc2C1=O	0.5	-13	0.0	2
CCOC(=O)C1=C(C)N=c2s/c(=C\c3cc4c(cc3C)OCO4)c(=O)n2C1c1ccc(OC)cc1 (configuration not stated)	-0.8	-1	-0.2	6
CCOCCCNC(=O)CCCCn1c(=S)[nH]c2c([nH]c3ccc(OC)cc32)c1=O	0.4	-1	0.5	-2

Other records follow:
SMILES	GPR151 ag	TEAD-YAP block	FBW7 activator	MITF inh
C(=N\Nc1nnnn1-c1ccccc1)/c1ccc2c(c1)OCO2	0.1	7	0.4	16
COc1cccc(NC(=O)CSc2nc(-c3ccccc3C)ns2)c1	-0.1	-13	-0.4	9
CC(c1cccs1)N(C)C(=O)Cn1cc(NC(=O)CCOc2ccccc2)cn1 (configuration not stated)	-0.7	14	0.1	13
CCN(CC)c1nc(NCc2cccnc2)nc(Nc2cnccn2)n1	3.2	-7	0.2	7
c1ccc(CN2CCC(Nc3cc(Nc4ccc(-n5ccnc5)cc4)ncn3)CC2)cc1	1.5	-9	0.0	-2
CC(O)CN1C(=O)C(=O)/C(=C(/O)c2ccc(Cl)cc2)C1c1cccnc1 (configuration not stated)	0.6	7	0.6	31
Cc1ccc(C(=O)n2cnc(N)n2)cc1	0.2	4	-0.1	-5
CC1=C(C(=O)Nc2cccc(C)n2)C(c2cccc([N+](=O)[O-])c2)C2=C(CCCC2=O)N1 (configuration not stated)	-0.7	-13	0.5	-7
COc1cc(S(=O)(=O)Nc2ccc(-c3cn4ccc(C)nc4n3)cc2)c(C)cc1C	-0.3	-6	0.0	-6
O=C(NCCc1nnc2n1CCN(Cc1cc3ccccc3s1)CC2)c1cccnc1	-1.1	12	0.0	-3
CN(Cc1ccccc1)C(=O)c1nn2c(C(F)(F)F)cc(-c3ccc(Cl)cc3)nc2c1Cl	1.6	0	0.1	5
CCOc1cc(C2C(C(=O)OCCSCC)=C(C)NC3=C2C(=O)CC(c2ccc(Cl)cc2)C3)ccc1O (configuration not stated)	-1.4	-9	0.0	-4
c1cnc2c(-c3cnc4c(NCc5ccncc5)nccn34)cccc2c1	0.4	29	-1.1	9
O=C(O)c1ccc(NC2SC(=O)N(Cc3ccc([N+](=O)[O-])cc3)C2=O)cc1 (configuration not stated)	-1.3	14	0.2	10
Cc1ccc(S(=O)(=O)NC(C)C(=O)NNC(=O)c2n[nH]c(=O)c3ccccc23)cc1 (configuration not stated)	-1.2	3	0.0	-1
CCNC(=O)c1nn(CC2CC2)c2c1CN(Cc1ccc(NC(C)=O)cc1)CC2	-0.1	-6	0.3	6
CC(C)(C)NC(=O)Cn1nnc(-c2ccc(N)cc2)n1	0.7	-5	0.3	12
O=C1CCCN1CCCNc1nc(NCCN2CCOCC2)nc2c1ncn2C1CCCCC1	0.5	7	0.0	6
COc1cccc(NC(=O)c2ccccc2NS(=O)(=O)c2ccccc2)c1	-0.4	-6	-0.2	1
Cc1ccc(-c2nc(CS(=O)CC(=O)N3CCN(c4ncccn4)CC3)c(C)o2)cc1 (configuration not stated)	0.8	9	0.0	6
CCCCc1ccc(C2=N/C(=C\c3ccc(F)cc3)C(=O)N2c2cc(C)cc(C)c2)cc1	-1.3	-9	0.1	-16
O=C(Nc1cc(F)c(-c2cn[nH]c2)c(F)c1)C1COc2ccccc2O1 (configuration not stated)	-0.4	-7	0.2	10
CCOC(=O)c1c(C)[nH]c(C)c1C(=O)COC(=O)c1cccs1	-0.1	-6	0.0	1
CCCCn1c(SCC(N)=O)nc2ccccc2c1=O	2.4	12	0.0	5
COc1ccccc1-n1c(O)c(/C=C2\C(C)=Nc3ccccc32)c(=O)[nH]c1=O	1.9	6	0.2	27

Record cards, from the list above.
Shown for `COc1cccc(NC(=O)CSc2nc(-c3ccccc3C)ns2)c1` = GPR151 ag = -0.1; TEAD-YAP block = -13; FBW7 activator = -0.4; MITF inh = 9
Shown for `CCN(CC)c1nc(NCc2cccnc2)nc(Nc2cnccn2)n1` = GPR151 ag = 3.2; TEAD-YAP block = -7; FBW7 activator = 0.2; MITF inh = 7
Shown for `CCCCc1ccc(C2=N/C(=C\c3ccc(F)cc3)C(=O)N2c2cc(C)cc(C)c2)cc1` = GPR151 ag = -1.3; TEAD-YAP block = -9; FBW7 activator = 0.1; MITF inh = -16

Remaining list, next part:
SMILES	GPR151 ag	TEAD-YAP block	FBW7 activator	MITF inh
CCOC(=O)c1c(Nc2ccccc2N)cc(C)nc1C	0.4	-6	0.1	68*
COc1ccc(C2/C(=C(/O)c3ccc(Cl)cc3)C(=O)C(=O)N2CC(C)C)c(OC)c1 (configuration not stated)	0.0	-3	-0.1	7
Nc1sc2c(c1-c1nc3ccccc3[nH]1)CCCC2	-1.3	-10	0.1	11
CCCCOc1ccc(/C=C2/SC(N3CCOCC3)=NC2=O)cc1	0.4	0	0.2	13
CCOC(=O)c1ccccc1N(C(=O)C(F)(F)F)C1C=CS(=O)(=O)C1 (configuration not stated)	-1.2	11	0.6	26
CC1CCC2(CC1)C(C#N)=C1SCCCN1C(=O)C2C#N (configuration not stated)	3.4	10	-0.1	0
O=C(NCCCN1CCOCC1)C1CCN(c2nc3ccccc3n3cccc23)CC1	0.0	3	-0.2	-8
COc1cc(-c2nn(CN3CC(C)OC(C)C3)c(=S)o2)cc(OC)c1OC (configuration not stated)	2.8	-2	0.1	8
CCCCOc1cc2nc3c4cc(Br)ccc4n(CC(C)C)c3nc2cc1OCCCC	0.8	10	0.1	7
Cc1ccc(S(=O)(=O)N2CCOC23CCN(S(=O)(=O)c2ccc(Cl)cc2)CC3)cc1	-1.7	3	0.2	9
CCOC(=O)C(NC(C)=O)(Nc1ccccc1C(F)(F)F)C(F)(F)F (configuration not stated)	0.1	8	0.4	5
CCC1CCCCN1CCCNC(=O)CCNC(=O)Cn1cnc2ccccc2c1=O (configuration not stated)	-0.4	8	0.4	19
Cc1cc(C)nc(Oc2ccc(Br)cc2Br)n1	1.3	14	0.0	-4
O=C(NC(c1ccccc1)c1ccccc1)C1CC2C=CC1C2 (configuration not stated)	-1.2	-2	-0.1	-6
COc1ccc(N2C(=O)CSC2c2ccccc2Br)cc1Cl (configuration not stated)	-0.5	-1	0.4	11
CC1=CC2=NC(Cc3ccc(Cl)cc3)(NC(=O)c3ccccc3)C(=O)N2C=C1 (configuration not stated)	1.1	6	-0.2	-3
COc1ccccc1OCC(=O)NCC1CN(c2ccc(F)cc2)C(=O)O1 (configuration not stated)	-0.1	8	0.1	-9
CN1CSC2=C(C#N)C(c3ccccc3Cl)CC(=O)N2C1 (configuration not stated)	0.0	-11	0.2	6

Two compounds from above, reduced to FBW7 activator, TEAD-YAP block and GPR151 ag.
structure	FBW7 activator	TEAD-YAP block	GPR151 ag
COc1ccccc1OCC(=O)NCC1CN(c2ccc(F)cc2)C(=O)O1 (configuration not stated)	0.1	8	-0.1
CN1CSC2=C(C#N)C(c3ccccc3Cl)CC(=O)N2C1 (configuration not stated)	0.2	-11	0.0

Ordered by count of non-hydrogen atoms (largest number first): part of the list above
SMILES	GPR151 ag	TEAD-YAP block	FBW7 activator	MITF inh
CC(C)(C)c1ccc(CN2C(=O)C(=O)c3cc(F)ccc32)cc1	2.9	5	0.1	19
Cc1cc(/C=C(\C#N)C(=O)NCc2ccco2)c(C)n1C	0.6	-21	-0.3	10
Cc1nc(N2CCCCC2)c2ccsc2n1	1.9	-1	-0.2	92*

High-throughput results deposited in PubChem BioAssay by The Scripps Research Institute Molecular Screening Center.

No enrichment for hits; overall some 3.4% were active at least once.
